TGFb SMAD3 inh: qHTS for Inhibitors of TGF-b; HepG2 CAGA-GFP TGF-b/SMAD3 reporter, GFP fluorescence, 18 h; TGF-beta stimulated, 500 pg/mL final; Potency, µM (series often up to 46.1 µM), inactives show top-dose activity, negative = inhibition, usual class: inhibitors; 410,000 tested, 1.2% active; note: potency is the fitted concentration of half-maximal effect; % is set by controls: 0 for no effect and ±100 for the full control effect; nearly all actives have a fitted effect of over 65% in size
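Smad-responsive CAGA-GFP expression was quantified in HEPG2 cells exposed to compounds and 500 pg/mL final TGF-beta for 18 h at 37 degrees C; unstimulated wells defined full inhibition.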
HepG2 tox: qHTS for Inhibitors of TGF-b: Cytotox Counterscreen; HepG2 CAGA-GFP viability, ATP luminescence, 18 h; 410,000 tested, 0.76% active; Potency, µM (titrated, usually from 46.1 µM), for the others: at the highest dose activity change, negative = cytotoxicity, most hits filed as cytotoxic; AID 588856, 2011; note: potency is the fitted concentration of half-maximal effect; some results filed as inactive show a strong effect at the top dose
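CellTiter-Glo luminescence gave cytotoxicity after 18 hours at 37 degrees C. The cells were HepG2 CAGA-GFP in 1% FBS DMEM, stimulated with 500 pg/mL TGF-beta after compound addition. %Activity was normalised to no-cell wells (complete cell-killing) and DMSO (no toxicity), and curves were fitted and classified.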
IL-1B inflam inh: qHTS for Inhibitors of Inflammasome Signaling: IL-1-beta AlphaLISA Primary Screen; THP-1 LPS/ATP IL-1B secretion, AlphaLISA, 16 h; stronger effect = lower value; activity change, % at 57.5 µM; 360,000 tested, 4.7% active; AID 743279, 2014; in the data active = activity change below about -50%; inconclusive = mostly about -30% to -49%; note: % is set by controls: 0 for no effect and ±100 for the full control effect
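Secreted IL-1B measured by AlphaLISA bead assay after 16 h compound exposure of THP-1 cells; compounds (final up to 57.5 uM) added 1 h before LPS (250 ng/mL) and ATP (1.25 mM) stimulation; lower signal means less secretion.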
MCF10A rereplic: A quantitative high throughput screen for small molecules that induce DNA re-replication in MCF 10a normal breast cells; MCF 10A DNA re-replication, Hoechst nuclear intensity, 48 h; Potency, µM (titrated, usually from 46.1 µM), inactives show at the highest dose activity, positive = re-replication, hits mostly activators; 350,000 tested, 2.9% active; AID 624296, 2012; note: potency is the fitted concentration of half-maximal effect; % of control where 0% means no effect; nearly all actives have a fitted effect of over 50% in size
Nrf2 block: Nrf2 qHTS screen for inhibitors; A549 ARE-Fluc reporter, luciferase luminescence, 18-24 h; AID 504444, 2011; 360,000 tested, 2.1% active; Potency, µM (series often up to 46 µM), for the others: top-dose activity change, negative = inhibition, hits mostly inhibitors; note: potency is the fitted concentration of half-maximal effect; % is set by controls: 0 for no effect and ±100 for the full control effect; nearly all actives have a fitted effect of over 60% in size
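Concentration-response testing used A549 ARE_Fluc cells at 5000 cells/well. Following an 18-24 h compound incubation, viability was read by fluorescence (Ex 405/Em 525) and luciferase output by luminescence.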
A549 tox: Nrf2 qHTS screen for inhibitors: counterscreen for cytotoxicity; A549 ARE-Fluc cells, CellTiter-Fluor viability, 18-24 h; Potency, µM (highest dose often 46 µM), for inactives: at the highest dose activity change, negative = cytotoxicity, usual class: inhibitors; 390,000 tested, 0.16% active; AID 504648, 2011; note: potency is the fitted concentration of half-maximal effect; % is set by controls: 0 for no effect and ±100 for the full control effect
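A549 ARE-Fluc cells in 5% FBS OPTI-MEM, 5000 cells/well, rested 2 h then exposed to compounds in concentration-response for 18-24 h at 37 °C. Viability by CellTiter-Fluor fluorescence (Ex 405/Em 525) after 30 min; luciferase luminescence (BugLite, 15 min, RT) read afterwards.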
Nrf2 ARE act: qHTS of Nrf2 Activators. AREc32 ARE-luciferase reporter (MCF7-derived line), luminescence, 24 h. Potency, µM (titrated, usually from 46.1 µM), without a hit: at the highest dose activation, usual class: activators. 410,000 tested, 0.31% active; note: potency is the fitted concentration of half-maximal effect; % of control where 0% means no effect; nearly all actives have a fitted effect of over 65% in size
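For detection, Steady-Glo was added and plates sat 30 min at RT; before that, AREc32_Fluc cells grown overnight in OPTI-MEM/5% FBS had been treated with 23 nL compound for 24 hr at 37 deg C.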
ATXN2 expr inh: Primary qHTS for Inhibitors of ATXN expression. HEK-293 ATXN2-luciferase reporter, luminescence, 24 h. Potency, µM (top dose mostly 57 µM), for inactives: top-dose activity change, negative = inhibition, hits mostly inhibitors. 360,000 tested, 0.72% active; note: potency is the fitted concentration of half-maximal effect; % is set by controls: 0 for no effect and ±100 for the full control effect; nearly all actives have a fitted effect of over 55% in size
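qHTS (up to 57 uM final) was run with 24 h compound exposure of reporter cells at 37 °C. Each well was multiplexed: SteadyGlo luminescence measured ATXN2-luciferase expression after a fluorogenic Gly-Phe-AFC viability readout (25 uM final).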
ATXN viability: Viability Counterscreen for Primary qHTS for Inhibitors of ATXN expression; S2 cells (HEK-293 line with an ATXN2-luciferase reporter) viability, CellTiter-Fluor protease fluorescence, 24 h; Potency, µM (top dose mostly 56.7 µM), most hits filed as cytotoxic; 400,000 tested, 0.49% active; note: potency is the fitted concentration of half-maximal effect; nearly all actives have a fitted effect of over 40% in size
* hit, by the source's call; i = inactive; ? = inconclusive; · = no result given; [ ] = remark or other dose. Unless noted, calls come from the whole dose curve; as a rule, active = well fitted curve in the direction sought with a large enough effect; inconclusive = small, poorly fitted or top-dose-only effect, or another doubt; inactive = no such curve, though single readings can be large; an effect the other way counts as inactive or inconclusive.

Fields – TGFb SMAD3 inh | HepG2 tox | IL-1B inflam inh | MCF10A rereplic | Nrf2 block | A549 tox | Nrf2 ARE act | ATXN2 expr inh | ATXN viability
- Cc1cccn2c(=O)c(/C=N/O)c(NCc3ccccc3)nc12
    17% | -1% | 14 | ? | 1% | 6% | 0.3% | -25% | i
- COC(=O)CC1COc2ccccc2N1S(=O)(=O)c1ccc(OC)cc1 (stereo not given)
    -21% | -7% | 25 | 15µM* | -8% | -25% | -0.1% | -22% | i
- COc1ccc(S(=O)(=O)N(C(=O)c2ccncc2)c2ccc(OC(=O)c3ccncc3)cc2)cc1
    9% | 9% | 2 | 14% | 3% | 0% | 3.5% | 6% | i
- O=C(C=Cc1ccccc1)N1CCCCC1
    11% | -18% | -16 | 6% | ? | 1% | 2.8% | 22% | i
- COc1cc(/C=C2\N=C(c3ccccc3)NNC2=O)cc(OC)c1OC
    ? | -20% | 29 | 1.8µM* | -1% | -16% | 2.1% | -3% | i
- CCn1cc(C(=O)NCc2cccnc2)c(=O)c2cc(F)c(N3CCN(C(=O)c4ccco4)CC3)cc21
    0% | 0% | -21 | 3% | · | 0% | 5.6% | 19% | i
- Cc1c(OC(C)C(=O)NCC2CCC(C(=O)O)CC2)ccc2c(-c3ccccc3)cc(=O)oc12 (stereo not given)
    0% | -21% | -10 | -1% | -18% | 0% | 0.6% | -8% | i
- Cc1ccc(C2(c3ccc(C)cc3)NC(=O)N(Cc3c(C)noc3C)C2=O)cc1
    ? | -2% | -18 | ? | ? | -22% | 10% | 8% | i
- Cc1cc(N2C(=O)C3CC=CCC3C2=O)cc(C)c1Br (stereo not given)
    12% | -10% | 22 | 2% | -11% | ? | 3.5% | 4% | i
- COC(=O)c1sccc1NC(=O)CCC1CCCC1
    0% | -19% | -4 | 5% | -6% | 1% | ? | 9% | i
- CS(=O)(=O)N(CC(=O)NCc1ccco1)c1cc(C(F)(F)F)ccc1Cl
    -21% | 9% | 4 | 2% | 9% | -3% | -0.2% | -6% | i
- O=C(CN(Cc1ccccc1)S(=O)(=O)c1ccccc1)N1CCOCC1
    0% | -1% | -19 | -1% | 6% | -4% | -0.2% | · | ·
- Cc1csc(NC(=O)NCC2CCCC(CNC(=O)Nc3nc(C)cs3)C2)n1 (stereo not given)
    0% | -4% | -6 | ? | ? | -13% | 5.4% | 7% | i
- Cc1ccc(CNC(=O)Cn2cnc3c(NCc4ccccc4)ncnc32)o1
    34%[activator] | 11% | 16 | ? | -8% | 1% | 0.3% | -12% | i
- Cc1ccsc1C(=O)NNC(=O)c1cccc(S(=O)(=O)N2CCCC2)c1
    0% | 6% | 2 | -3% | 9% | -7% | -0.3% | -4% | i
- O=C(CCN1C(=O)c2ccccc2C1=O)C1=NN[C@@H]2C(=O)N(c3ccc(F)cc3)C(=O)[C@H]12
    -9% | 2% | 6 | -7% | 0% | 2% | -0.5% | -5% | i
- NC(=O)Cn1cc(C(=O)c2cccs2)c2ccccc21
    -2% | 2% | 18 | 1% | 2% | 4% | -0.4% | 3% | i
- NC(=O)Cn1c(=O)n(CCC(=O)NCCSCc2ccccc2)c(=O)c2ccccc21
    3% | -6% | 19 | 7% | -8% | 1% | -0.1% | · | i
- COc1cc(/C(C)=N\NC(=O)CSc2nc3ccccc3n2C)ccc1O
    7% | 4% | -21 | 1% | 4% | -6% | 4.8% | -5% | i
- Cc1cc(C)cc(C(=O)NC2CC(C)(C)NC(C)(C)C2)c1
    -2% | 3% | -16 | 1% | 20% | 0% | -1.0% | -15% | i
- O=C(O)C1CCCCN1C(=O)c1ccc(S(=O)(=O)N2CCCCCC2)cc1 (stereo not given)
    -5% | -1% | 14 | 0% | -2% | -4% | 2.1% | 2% | i
- CCCC(=O)N1CCC1(C)C(=O)NS(=O)(=O)c1ccc(C(C)(C)C)cc1 (stereo not given)
    15% | -15% | 25 | · | · | · | -1.0%[9.22 µM] | -4% | i
- CCC(C)[C@H](NC(=O)NCc1cccs1)C(=O)OC (stereo not given in full)
    -3% | 2% | -4 | -2% | -14% | -1% | -0.3% | 9% | i
- Cc1ccc(N2CC(C(=O)NC(C)CCc3ccccc3)CC2=O)cc1 (stereo not given)
    -5% | -8% | 2 | -1% | 5% | 2% | 0.2% | -10% | i
- CCOC(=O)C1CCN(C(=O)COc2ccc(Br)cc2C)CC1
    2% | -2% | 8 | 4% | 3% | -1% | -1.2% | 1% | i
- COc1ccc(CNC(=O)Cn2cnc3c(NCc4ccccc4)ncnc32)cc1
    -9% | -5% | 65 | ? | 3% | -3% | 0.0% | -16% | i
- O=C(NCC(c1ccco1)N1CCCC1)c1ccc(S(=O)(=O)Nc2ccccc2Cl)cc1 (stereo not given)
    -12% | -8% | 10 | 6% | ? | 0% | 0.3% | -19% | i
- O=C(O)COc1ccc(F)cc1Br
    9% | -3% | 0 | -3% | 10% | -3% | 0.1% | · | i
- Cc1c(NC(=O)COC(=O)c2ccc(O)cc2)c(=O)n(-c2ccccc2)n1C
    -6% | -15% | -18 | 0% | -17% | 1% | -0.4% | 9% | i
- N=C(N)c1ccc(N)cc1
    23% | 6% | 33 | -23% | 2% | -5% | -0.2% | 6% | i
- O=[N+]([O-])c1ccc(N=Nc2ccc(O)cc2O)cc1
    ? | -34% | -92* | ? | ? | ? | -0.1% | ? | ?
- CC(=O)N/N=C/c1ccccc1OCCOc1cccc(C)c1
    12% | -9% | 2 | ? | 12% | -1% | 0.1% | · | ?
- CCC(=O)NNc1ncnc2c1cnn2C
    19% | 7% | 51 | 5% | -4% | -5% | 5.4% | · | i
- O=S(=O)(c1ccc(NC(=S)NN=C(Cc2ccccc2)Cc2ccccc2)cc1)N1CCOCC1
    -34% | -19% | -3 | 1% | ? | -15% | 0.6% | -30% | ?
- C=CCN(c1ccccc1)S(=O)(=O)c1cccc(C(=O)Nc2cccc(C)n2)c1
    0% | -31% | -15 | 25% | -21% | ? | 2.9% | -20% | i
- COc1ccc(Br)cc1C(=O)NC(=S)Nc1ccc2[nH]c(=O)[nH]c2c1
    2% | 3% | -11 | -18% | 29% | 2% | 0.6% | 5% | i
- C/C(=N/Nc1ncc(C(F)(F)F)cc1Cl)c1ccncc1
    -14% | -12% | -5 | 0% | -8% | 2% | 5.5% | -5% | i
- CCCS(=O)(=O)NC(=O)C1(C)CCCN(C(=O)c2ccc(C(F)(F)F)cc2)C1 (stereo not given)
    4% | 2% | 0 | · | · | · | -0.5% | 9% | i
- CN(C)S(=O)(=O)c1ccc(C(=O)Nc2ccc3nc(N4CCOCC4)sc3c2)cc1
    10% | -8% | 28 | 7% | 13% | 1% | 2.3% | 6% | i
- COc1cc(NC(=O)Cn2cnc3c(SC)nc(N)nc32)cc(OC)c1OC
    -4% | -39% | 9 | -10% | -4% | 14% | 0.6% | -7% | i

Records listed so far that bear a hit mark in IL-1B inflam inh:
Molecule	TGFb SMAD3 inh	IL-1B inflam inh	Nrf2 ARE act
O=[N+]([O-])c1ccc(N=Nc2ccc(O)cc2O)cc1	?	-92*	-0.1%

Carrying on.
Fields – TGFb SMAD3 inh | HepG2 tox | IL-1B inflam inh | MCF10A rereplic | Nrf2 block | A549 tox | Nrf2 ARE act | ATXN2 expr inh | ATXN viability
- Cc1cccc2nc(CSc3nncn3-c3ccccc3)cn12
    -13% | 11% | 4 | 1% | 2% | 1% | ? | 8% | i
- COc1ccc(NC(=O)C2CCN(c3nc(C)nc4c3CCC4)CC2)cc1
    -13% | -37% | ? | 13% | ? | ? | 2.0% | ? | i
- Cc1cc(C)c2c(=O)n3c(nc2c1)C(Cc1ccccc1)NC(=O)c1cccnc1-3 (stereo not given)
    ? | -29% | -26 | · | · | · | 3.5% | -35% | 10µM*
- CSc1ncnc2c1ncn2CCCNCc1ccccn1
    11% | 7% | 13 | · | · | · | 0.3% | 3% | i
- C=C(C)C1CC=C(C)/C(=N/NC(=O)COc2ccccc2Cl)C1 (stereo not given)
    1% | 5% | 7 | ? | 4% | -1% | -0.3% | -11% | ?
- CCOc1ccc(-c2c(C(=O)N/N=C/c3ccc(C)o3)nnn2-c2nonc2N)cc1
    4% | -36% | -6 | 1% | -15% | -2% | -0.1% | -6% | i
- Cc1ccc(N=Nc2c(O)[nH]c3ccc(F)cc23)cc1
    55%[activator] | 9% | 9 | -2% | ? | -14% | 12% | 59%[activator] | i
- CN1CCN(c2nc(-c3ccccc3)nc(-c3ccc(F)cc3)c2C#N)CC1
    -7% | -2% | -61* | ? | 38% | -11% | 0.4% | -30% | i
- O=Cc1cnc(N2CCN(Cc3ccccc3)CC2)s1
    0% | 0% | 16 | 3% | 2% | -3% | -0.6% | -23% | ?
- Cn1c(=O)c(C(=O)NNC(=O)c2ccc(Br)cc2)c(O)c2ccccc21
    7.1µM* | -44% | 24 | 23µM* | ? | -24% | 6.1% | -11% | ?
- O=C(COC(=O)c1cccc(C(F)(F)F)c1)NCc1ccc(Cl)cc1
    -3% | -11% | 23 | 4% | -8% | 2% | -0.7% | 4% | i
- CC(C)COc1nc2ccccc2c(=O)n1OCC(=O)O
    -27% | 1% | 12 | 0% | 12% | -6% | -0.5% | 3% | i
- O=C1c2cccc3cccc(c23)C(=O)N1c1ccccc1Cl
    -17% | 0% | -3 | 18% | ? | -9% | 11% | · | ?
- CC1=C(C(=O)Nc2ccc(C)cc2C)C(c2cccs2)n2nc(SCc3ccccc3Cl)nc2N1 (stereo not given)
    -5% | -6% | · | · | 19% | 14% | 0.7% | 1% | i
- CC(=O)Nc1ccc(NC(=O)COC(=O)c2ccccc2SCC(=O)N2CCCC2)cc1
    3% | -1% | 4 | 5% | -18% | -8% | -0.6% | -2% | i
- O=C(Cc1cccc(NC(=O)C2CCN(C(=O)C3CCCCC3)CC2)c1)Nc1cccc(C(=O)N2CCCCC2)c1
    -25% | -70% | 1 | 0% | -16% | 2% | -0.4% | -1% | i

Compound activity (PubChem BioAssay)
